Screening results from PubChem BioAssay.
RGS4 pot: potentiators or activators of RGS4 | HEK293 M3R/inducible RGS4, carbachol calcium flux Fluo4; active compounds read low | B-score at 10 µM | 310,000 tested, 0.92% active;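 active means B-score of the integrated calcium signal more than 4 SD below the library mean, with starting fluorescence not abnormally high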;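 further: negative B-score means reduced calcium response which marks RGS4 activation or potentiation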
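Reagent: ECmax carbachol challenge; Test system: M3R-expressing HEK293 line, RGS4 induced by doxycycline; Schedule: overnight RGS4 induction, 30 min dye load 37 °C, 20 min compound RT; Detection: calcium dye Fluo4 fluorescence; Read-out: Agonist-evoked peak-minus-minimum fluorescence over baseline, integrated ratio, B score.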
TRPC6 act: activators of mouse TRPC6 channel; Q61143; HEK293-TRPC6 membrane potential dye fluorescence; active compounds read high; 310,000 tested, 0.13% active; B-score at 10 µM; AID 2550;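 active means B-score of the integrated fluorescence ratio above library mean plus 3 SD, and starting fluorescence ratio within library mean plus 5 SD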;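 further: higher score means more depolarization so channel activation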
RGS4 inh: inhibitors of human RGS4 | HEK293 M3R/RGS4 inducible, Fluo-4 calcium flux; active compounds read high; triggered by carbachol at its EC20 | B-score at 10 µM | 310,000 tested, 0.45% active | AID 463165;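 active means B-score, a plate-corrected calcium signal, over three deviations above library mean, with baseline fluorescence within five deviations of library mean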;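 further: RGS4 expression induced by doxycycline in cells with stable M3 receptor; B-score is computed from the integrated fluorescence ratio over baseline after carbachol; higher B-score means a larger calcium signal and so more RGS4 inhibition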
Target sequence (P49798 whole entry, looked up): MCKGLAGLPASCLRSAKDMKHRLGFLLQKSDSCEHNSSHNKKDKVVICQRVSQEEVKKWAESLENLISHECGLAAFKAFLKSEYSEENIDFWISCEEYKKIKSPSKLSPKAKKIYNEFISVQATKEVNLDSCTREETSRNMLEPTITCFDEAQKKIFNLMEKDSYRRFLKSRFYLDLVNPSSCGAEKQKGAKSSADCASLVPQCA
TRPC4 inh: TRPC4 (mouse) channel inhibition; Q9QUQ5; HEK293 TRPC4beta/mu-opioid, DAMGO-evoked Fluo4 calcium flux; active compounds read low; B-score at 10 µM; 300,000 tested, 0.39% active;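 active means B-score over 3 SD under the library average, no early fluorescence shift, positive overall ratio signal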
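Signal: kinetic Fluo4 fluorescence imaging of calcium influx. Material: stable TRPC4beta/mu-opioid receptor HEK293 cells. Probe or stimulus: DAMGO in two steps, submaximal then maximal.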
TRPC6 inh: inhibitors of mouse TRPC6 channel. Q61143. HEK293-TRPC6, membrane potential dye, ACh-evoked depolarization; active compounds read low. B-score at 10 µM. 310,000 tested, 1.1% active. AID 2553;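 active means B-score under library mean minus 3 SD, initial fluorescence not abnormally high, positive integrated signal ratio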;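 further: B-score derived from integrated fluorescence ratio over the kinetic read; more negative B-score means stronger inhibition of depolarization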
SKKanGAS inh: SKKanGAS growth inhibition; inhibition, % at 7.5 µM; S. pyogenes SKKanGAS, kanamycin growth, BacTiter-Glo, 6 h; 300,000 tested, 1.3% active; AID 1662;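 active means mean replicate score, as percent of positive control median, at least 50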;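 further: strain carries kanamycin resistance gene driven by streptokinase promoter and grows in 40 µg/ml kanamycin; loss of luminescence reflects streptokinase promoter inhibition or plain growth inhibition; 0% = median of DMSO wells and 100% = positive control at its reference dose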
MrgX1 antagonist: blocks BAM8-22 activation of human MrgX1 receptor. Q96LB2. MRGX1-HEK293 calcium flux, Fluo-4, BAM8-22 antagonism; active compounds read low. B-score at 10 µM. 310,000 tested, 1.3% active. AID 588676;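 active means calcium-response B-score plate-corrected more than 3 library SD below zero, starting fluorescence within 5 deviations, no agonist response on first addition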;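 further: peak minus trough fluorescence over baseline after final BAM8-22 challenge near maximal dose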
Target sequence (Q96LB2 whole entry, looked up): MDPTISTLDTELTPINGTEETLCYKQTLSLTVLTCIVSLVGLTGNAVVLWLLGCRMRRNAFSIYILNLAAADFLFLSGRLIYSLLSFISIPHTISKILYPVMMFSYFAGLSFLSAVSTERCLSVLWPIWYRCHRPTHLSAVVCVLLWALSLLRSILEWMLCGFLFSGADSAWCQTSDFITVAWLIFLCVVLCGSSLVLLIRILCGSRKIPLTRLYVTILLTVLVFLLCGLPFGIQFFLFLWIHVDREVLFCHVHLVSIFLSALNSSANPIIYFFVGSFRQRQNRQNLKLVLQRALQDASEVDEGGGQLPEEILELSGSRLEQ
Platelet DG rel: modulates dense granule release in human platelets; AID 1663; human platelet-rich plasma, SFLLRN dense granule ATP release, luminescence; 300,000 tested, 0.22% active; inhibition, %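 (compounds screened at 7.5 µM in platelet-rich plasma)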;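 active means mean replicate score, as percent of positive control, at or above 50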
MrgX1 ag: agonists of human MrgX1 receptor; Q96LB2; MrgX1-HEK293 cells, Fluo-4 calcium fluorescence, agonist mode; active compounds read high; B-score at 10 µM; 310,000 tested, 0.44% active;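 active means calcium response B-score plate-corrected fluorescence ratio at least 3 library SD, with starting fluorescence B-score inside 5 SD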
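System – MrgX1-expressing HEK293 cells · Incubation – cells plated overnight, dye loaded 0.5 h 37 °C, 0.5 h room temperature · Technique – kinetic Fluo-4 NW fluorescence of intracellular calcium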
MrgX1 PAM: human MrgX1 positive allosteric modulation, primary screen; Q96LB2; MrgX1-HEK293, Fluo-4 calcium flux, FDSS; active compounds read high; B-score at 10 µM; 310,000 tested, 0.63% active; AID 588675;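 active means plate-corrected calcium response at least 3 library SD above typical, normal starting fluorescence, not activating the receptor alone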;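 further: compound read alongside a low EC10 to EC30 dose of BAM8-22 agonist; peak minus trough fluorescence over baseline measured at the second addition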
HIF act: HIF pathway transcriptional activation; 300,000 tested, 0.32% active; U2OS HRE-luciferase reporter, luminescence; normalized: DMSO 0%, desferrioxamine 100%; activation, % at 7.5 µM (by protocol);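 active means mean activation of at least 10% of the iron chelator positive control signal, with at least half of replicates also reaching 10%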
Active calls of the source: *; i = inactive; x = no result given. This is a random part of the collection (roughly 6.1% active in at least one column).

SMILES | RGS4 pot | TRPC6 act | RGS4 inh | TRPC4 inh | TRPC6 inh | SKKanGAS inh | MrgX1 antagonist | Platelet DG rel | MrgX1 ag | MrgX1 PAM | HIF act
C#CCNC(=O)C1=C[C@H](c2ccc(C(F)(F)F)cc2)C[C@H](OCc2ccc(CO)cc2)O1 | i | i | i | i | i | 6 | i | -2 | i | i | 0.1
O=C(Oc1ccc(-c2ccccc2)cc1)N1CCCCC1 | i | i | i | i | i | -5 | i | -12 | i | i | 2.9
COc1ccccc1-n1c(-c2ccccc2)n[nH]c1=S | i | i | i | i | i | -2 | i | -3 | i | i | 1.0
CC(C)CC(=O)Nc1ccnn1C1CCN(C(=O)c2ccc(Cl)cc2F)CC1 | i | i | i | i | i | 3 | i | -3 | i | i | 0.8
CC(C)Cn1c(SCc2nnc(-c3cccs3)o2)nc(O)cc1=O | i | i | i | i | i | 23 | i | 4 | i | i | -0.6
CC(=O)Nc1cc(-n2cnnn2)ccc1C | i | i | i | i | i | 1 | i | 0 | i | i | -0.4
Nc1nc(SCc2ccc(F)cc2)ns1 | i | i | i | i | i | 3 | i | -3 | i | i | 1.6
Cc1ccc(N2CCN(Cc3ccccc3)CC2=O)c(C)c1 | i | i | i | i | i | 3 | i | 16 | i | i | 2.2
COc1ccc(-c2nc3c(c4nnc(SC(C)C(=O)Nc5ccc(C)cc5)n24)COC(C)(C)C3)cc1 (configuration not stated) | i | i | i | i | i | 26 | i | -10 | i | i | 0.0
Nc1ccc(CN2CCCCCC2)cc1 | i | i | i | i | i | -7 | i | 1 | i | i | 0.8
O=C(CCC1CCCN(C(=O)c2ccc3c(c2)OCCO3)C1)NCc1ccccc1F (configuration not stated) | i | i | i | i | i | -3 | i | 5 | i | i | 2.7
CCCN1CNC(=S)N(c2cc(C)ccc2C)C1 | i | i | i | i | i | -3 | i | 5 | i | i | -0.1
COc1ccccc1NC(CC(=O)c1ccccc1)C(=O)OCC(=O)c1ccc(C)c(C)c1 (configuration not stated) | i | i | i | i | i | 2 | i | -8 | i | i | 1.7
O=C(Nc1nc2ccc(Cl)cc2s1)[C@@H]1CCCN1C(=O)c1cccs1 | i | i | i | i | i | 5 | i | 6 | i | i | 4.4
CN1CCN(c2cc3c(c4c2[nH]c2ccccc24)C(=O)CC(C)(C)C3)CC1 | i | i | i | i | i | -3 | i | -4 | i | i | 0.0

Full records, looked up by structure. Values in the order: RGS4 pot | TRPC6 act | RGS4 inh | TRPC4 inh | TRPC6 inh | SKKanGAS inh | MrgX1 antagonist | Platelet DG rel | MrgX1 ag | MrgX1 PAM | HIF act
CN1CCN(c2cc3c(c4c2[nH]c2ccccc24)C(=O)CC(C)(C)C3)CC1 in the list: i | i | i | i | i | -3 | i | -4 | i | i | 0.0
COc1ccccc1-n1c(-c2ccccc2)n[nH]c1=S in the list: i | i | i | i | i | -2 | i | -3 | i | i | 1.0

New compounds follow
SMILES | RGS4 pot | TRPC6 act | RGS4 inh | TRPC4 inh | TRPC6 inh | SKKanGAS inh | MrgX1 antagonist | Platelet DG rel | MrgX1 ag | MrgX1 PAM | HIF act
CCn1c(SCc2nc(-c3ccccc3)no2)nnc1-c1ccco1 | i | i | i | i | i | -13 | i | -7 | i | i | 0.3
O=C(O)c1ccc(N2C(=O)Nc3ccccc3N2O)cc1 | i | i | i | i | i | -6 | i | 7 | i | i | 1.0
COc1ccccc1CNC(=O)c1ccc(OC(C)C)cc1 | i | i | i | i | i | -2 | i | 2 | i | i | 0.6
O=C(NC1CC(=O)N(c2cccc(F)c2)C1)C(=O)c1c[nH]c2ccccc12 (configuration not stated) | i | i | i | i | i | -6 | i | -35 | i | i | 0.7
Cc1cc2n(n1)C(c1ccccc1Cl)Nc1ccccc1-2 (configuration not stated) | i | i | i | i | i | 8 | i | -2 | i | i | -0.1
COc1cccc(C2C(C(=O)c3ccc(C)o3)=C(O)C(=O)N2CCN2CCOCC2)c1OC (configuration not stated) | i | i | i | i | i | 1 | i | 19 | i | i | -0.5
O=C(Nc1ccccc1C(=O)Nc1ccccn1)c1ccccc1F | i | i | i | i | i | 8 | i | -2 | i | i | -0.1
Cc1c(C(=O)N/N=C/C(C)C)[nH]c2ccc([N+](=O)[O-])cc12 | i | i | i | i | i | -3 | i | 6 | i | i | 0.6
CC1C2NC(=O)N(Cc3ccccc3)C1(C)Oc1ccccc12 (configuration not stated) | i | i | i | i | i | 5 | i | 7 | i | i | x
CCc1ccccc1NC(=O)CSc1nc2[nH]c(=O)cc(O)c2s1 | i | i | i | i | i | 6 | i | 8 | i | i | -1.0
Cc1ccc(NC(=O)CSc2nc3ccccc3c(=O)n2CCCC(=O)NCC2CCCO2)cc1 (configuration not stated) | i | i | i | i | i | 2 | i | -3 | i | i | 0.0
CCOC(=O)C1CCCN(C(=O)c2ccc(CS(=O)(=O)c3ccc(C)cc3)o2)C1 (configuration not stated) | i | i | i | i | i | -3 | i | 30 | i | i | x
Cc1cccc(NC(=O)c2cc3ccccc3nc2C)c1 | i | i | i | i | i | 0 | i | 3 | i | i | 0.0
COc1ccc(CNC(=O)c2ccc(CN3CCOCC3)cc2)cc1 | i | i | i | i | i | -12 | i | -1 | i | i | 0.1
CNC(=O)C1CC(=O)N(c2ccc(F)c(Cl)c2)C1 (configuration not stated) | i | i | i | i | i | -2 | i | 0 | i | i | -1.3
C[C@H](NC(=O)C1CCC(CNC(=O)[C@@H]2CCCN2C(=O)OC(C)(C)C)CC1)C(=O)O (some centres not stated) | i | i | i | i | i | 1 | i | 0 | i | i | 0.5
CC(C)[C@H](NC(=O)c1ccccc1)C(=O)OCC(=O)/C=C1/N(C)c2ccccc2C1(C)C | i | i | i | i | i | 3 | i | 8 | i | i | 0.3
CC(=O)Nc1ccc(SC[C@H](Cc2ccccc2)N2CCN(CC(C)C)CCC2=O)cc1 | i | i | i | i | i | 0 | i | 5 | i | i | 0.9
CCC1SC(=Nc2cccc(C)c2)NC1=O (configuration not stated) | i | i | i | i | i | 13 | i | -12 | i | i | -36
O=C(CSc1nccn1Cc1ccco1)Nc1ccccc1C(F)(F)F | i | i | i | i | i | -2 | i | -2 | i | i | 0.5
CCS(=O)(=O)c1ncc(Cl)c(C(=O)Nc2ccc(S(=O)(=O)N3CCC(C)CC3)cc2)n1 | i | i | i | i | i | 9 | i | 7 | i | i | x
Cc1nnc(SCC(=O)NC2CCCC2)n1C(C)C | i | i | i | i | i | -5 | i | -16 | i | i | 0.5
OC(CNCc1ccc(Cl)cc1)C(F)(F)F (configuration not stated) | i | i | i | i | i | 2 | i | -2 | i | i | 0.4
Cc1ccc(NC(=O)COC(=O)C2CC(=O)N(Cc3ccccc3)C2)cc1S(=O)(=O)N(C)C (configuration not stated) | i | i | i | i | i | -3 | i | -7 | i | i | 0.0
COCC(=O)NC(C)c1nc2ccccc2[nH]1 (configuration not stated) | i | i | i | i | i | 0 | i | -3 | i | i | -0.2
Cc1cc(C(=O)CC#N)c(C)n1-c1ccc(OC(F)F)cc1 | i | i | i | i | i | 1 | i | -2 | i | i | -0.1
O=C(/C=C/c1ccc(-c2ccccc2[N+](=O)[O-])o1)c1ccco1 | i | i | i | i | i | -20 | i | 1 | i | i | 0.7
CCn1c(CSCc2ccccc2)n[nH]c1=S | i | i | i | i | i | 7 | i | 2 | i | i | -0.3
O=C(O)c1cc(C(=O)C2CCCCC2)c[nH]1 | i | i | i | i | i | 0 | i | 5 | i | i | -0.3
O=C(NCc1ccco1)C1CCN(C(=O)c2ccc([N+](=O)[O-])cc2)CC1 | i | i | i | i | i | -3 | i | 12 | i | i | 1.1
CCN(CC)c1nc(N)c(C#N)c(CC#N)c1C#N | i | i | i | i | i | -4 | i | 1 | i | i | -4.0
Cc1nnc(SCC(=O)NCc2ccccc2)n1-c1ccccc1 | i | i | i | i | i | 17 | i | 0 | i | i | 0.0
C/C(=N\NC(=O)c1ccc(CSc2nc(C)cc(C)n2)cc1)c1ccco1 | i | i | i | i | i | 3 | i | 10 | i | i | 0.0
Cc1ccc(C(=O)N2CCN(C(=O)c3ccc(C)cc3)C2)cc1 | i | i | i | i | i | 0 | i | 9 | i | i | 0.9
Cc1ccc(OCC(=O)NNC(=O)Nc2ccc(Cl)cc2)c(Br)c1 | i | i | i | i | i | -9 | i | -3 | i | i | -0.1
COc1ccccc1CN(CC(=O)NCc1ccc2c(c1)OCO2)C(=O)c1csnn1 | i | i | i | i | i | -2 | i | 7 | i | i | -5.1
CCOc1ccc(NC(=NCc2ccc3c(c2)OCO3)SC2CC(=O)N(c3ccc(OCC)cc3)C2=O)cc1 (configuration not stated) | i | i | i | i | i | 2 | i | 0 | i | i | -1.5
OCCCNC(=S)NC1CCCC1 | i | i | i | i | i | 5 | i | 10 | i | i | 0.4
Cc1ccc(S(=O)(=O)N(CC(=O)NCc2cccnc2)C2CCCCC2)cc1 | i | i | i | i | i | 1 | i | -2 | i | i | -0.2
COc1ccc(N2CCN(C(c3nnnn3CCc3ccccc3)C(C)C)CC2)cc1 (configuration not stated) | i | i | i | i | i | -3 | i | 2 | i | i | 0.0
CCN(CC)CCN(C(=O)CN1C(=O)CCC1=O)c1nc2cc3c(cc2s1)OCO3 | i | i | i | i | i | 1 | i | -3 | i | i | x
COc1ccc(/C(O)=C2/C(=O)C(=O)N(CCN(C)C)C2c2ccccc2)cc1Cl (configuration not stated) | i | i | i | i | i | -13 | i | 0 | i | i | -0.1
CC(=O)N/C(=C/c1ccc2c(c1)OCO2)C(=O)O | i | i | i | i | i | -17 | i | 0 | i | i | -0.2
CCOC(=O)N1CCC(NC(=O)c2ccc3c(c2)ncn3C2CCCC2)CC1 | i | i | i | i | i | 6 | i | -2 | i | i | 0.0
CC1=CC=CC2=NC(=O)CC(C)(C(=O)N(CC(=O)NC3CCCC3)c3ccc(F)cc3)N12 (configuration not stated) | i | i | i | i | i | -4 | i | -1 | i | i | -0.2
Cc1ccc(CNC(=O)Cc2ccc(NC3=NC4CS(=O)(=O)CC4S3)cc2)cc1 (configuration not stated) | i | i | i | i | i | 0 | i | -4 | i | i | 0.1
Cc1ccc(CNC(=O)CCNS(=O)(=O)c2ccc(Br)s2)cc1 | i | i | i | i | i | -19 | i | -3 | i | i | -0.2
CSc1ccc(CN(C)C(=O)CNC(=O)CNS(=O)(=O)c2ccc(C)c(C)c2)cc1 | i | i | i | i | i | -1 | i | 3 | i | i | -1.6
